# LYPLA1 inh = LYPLA1 inhibitors, primary screen, counter-screen for PME1 inhibitor project, biochemical, fluorescence polarization, FP-Rh probe ABPP | Acyl-protein thioesterase 1 (Homo sapiens), O75608 | recombinant LYPLA1 | inhibition, % at 5.9 µM | 0.16% of 320,000 active | AID 2174, 2009;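 active = inhibition above the mean of all tested compounds plus 3 SD, set per campaign, cut at about 14% in these data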;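 also: inhibitors block serine hydrolase probe labeling of LYPLA1 so polarization falls; 0% = enzyme with DMSO and 100% = wells lacking LYPLA1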
# PAFAH2 inh = PAFAH2 enzyme inhibitors, primary screen, biochemical, fluorescence polarization, human | Platelet-activating factor acetylhydrolase 2, cytoplasmic (Homo sapiens), Q99487 | recombinant PAFAH2, FP-rhodamine activity probe | inhibition, % at 3.39 µM | 0.99% of 340,000 active | AID 492956, 2010;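 active = inhibition above the mean over all tested compounds plus 3 SD, cut at about 30% in these data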;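 also: inhibitors block probe labeling of enzyme so polarization drops; 0% = enzyme with DMSO and 100% = wells lacking PAFAH2 protein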
# ZTA counter = counter-screen for EBNA-1 inhibitors: inhibitors of Epstein-Barr virus ZTA; inhibition, % at 11 µM; ZTA-DNA binding, fluorescence polarization; 0.15% of 320,000 active; P03206; in the data active = inhibition above about 33%
# GSTO1 counter = inhibitors of recombinant GSTO1, primary screen, counter-screen for RBBP9 inhibitor project, biochemical, fluorescence polarization; Glutathione S-transferase omega-1 (Homo sapiens), P78417; activity-based probe fluorescence polarization; inhibition, % at 5.96 µM; 1.1% of 300,000 active;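 active = inhibition above the campaign mean inhibition plus 3 SD, cut at about 35% in these data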;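 also: 0% = GSTO1-1 with DMSO and 100% = wells lacking GSTO1-1 enzyme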
# Target sequence (P78417 whole entry, looked up): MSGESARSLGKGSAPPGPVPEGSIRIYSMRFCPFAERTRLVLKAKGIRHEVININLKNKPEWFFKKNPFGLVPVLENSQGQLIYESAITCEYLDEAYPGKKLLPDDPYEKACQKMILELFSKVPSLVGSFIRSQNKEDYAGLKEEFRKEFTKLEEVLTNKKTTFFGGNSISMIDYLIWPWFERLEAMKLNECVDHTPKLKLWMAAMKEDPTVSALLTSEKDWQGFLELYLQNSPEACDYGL
# PAFAH1B3 FP inh = PAFAH1B3 enzyme inhibitors, primary screen, biochemical, fluorescence polarization, human. inhibition, % at 3.39 µM. Platelet-activating factor acetylhydrolase IB subunit alpha1 (Homo sapiens), Q15102. 0.28% of 340,000 active. recombinant PAFAH1B3, FP-rhodamine probe. AID 492972, 2010;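 active = inhibition above the screen-wide average of all tested compounds plus 3 SD, cut at about 25% in these data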;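 also: 0% = enzyme with DMSO only and 100% = wells lacking PAFAH1B3 protein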
# LYPLA2 inh = LYPLA2 inhibitors, primary screen, counter-screen for PME1 inhibitor project, biochemical, fluorescence polarization, FP-Rh probe ABPP; Acyl-protein thioesterase 2 (Homo sapiens), O95372; inhibition, % at 5.9 µM; 0.38% of 320,000 active; AID 2177, 2009; recombinant LYPLA2;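 active = inhibition above the screen-wide mean plus 3 SD, limit set per campaign, cut at about 26% in these data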;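 also: 0% = LYPLA2 with DMSO and 100% = wells lacking LYPLA2 enzyme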
# PAD4 inh = human PAD4 inhibitors, primary screen, biochemical, fluorescence polarization, 1536-well format. Protein-arginine deiminase type-4 (Homo sapiens), Q9UM07. recombinant PAD4, RCA probe fluorescence polarization. inhibition, % at 6.36 µM. 0.41% of 330,000 active. AID 485272, 2010;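 active = percent inhibition above a cutoff equal to the mean of all tested compounds plus 3 SD, cut at about 15% in these data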;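 also: 0% = PAD4 with RCA probe and DMSO and 100% = probe without PAD4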
# EBNA-1 inhibitor = EBNA-1 DNA-binding inhibitors, primary screen, biochemical, fluorescence polarization; 0.34% of 300,000 active; inhibition, % at 14.8 µM; AID 1950, 2009; in the data active = inhibition above about 28%
# PREPL inhibitor = PREPL enzyme inhibitors, primary screen, biochemical, fluorescence polarization; Prolyl endopeptidase-like (Homo sapiens), Q4J6C6; inhibition, % at 5.96 µM; recombinant PREPL, fluorescence polarization activity-based probe; 0.68% of 320,000 active; in the data active = inhibition above about 43%;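 also: 0% = enzyme with DMSO and 100% = wells lacking enzyme; many of its hits are not listed in these tables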
# Target sequence (Q4J6C6 whole entry, looked up): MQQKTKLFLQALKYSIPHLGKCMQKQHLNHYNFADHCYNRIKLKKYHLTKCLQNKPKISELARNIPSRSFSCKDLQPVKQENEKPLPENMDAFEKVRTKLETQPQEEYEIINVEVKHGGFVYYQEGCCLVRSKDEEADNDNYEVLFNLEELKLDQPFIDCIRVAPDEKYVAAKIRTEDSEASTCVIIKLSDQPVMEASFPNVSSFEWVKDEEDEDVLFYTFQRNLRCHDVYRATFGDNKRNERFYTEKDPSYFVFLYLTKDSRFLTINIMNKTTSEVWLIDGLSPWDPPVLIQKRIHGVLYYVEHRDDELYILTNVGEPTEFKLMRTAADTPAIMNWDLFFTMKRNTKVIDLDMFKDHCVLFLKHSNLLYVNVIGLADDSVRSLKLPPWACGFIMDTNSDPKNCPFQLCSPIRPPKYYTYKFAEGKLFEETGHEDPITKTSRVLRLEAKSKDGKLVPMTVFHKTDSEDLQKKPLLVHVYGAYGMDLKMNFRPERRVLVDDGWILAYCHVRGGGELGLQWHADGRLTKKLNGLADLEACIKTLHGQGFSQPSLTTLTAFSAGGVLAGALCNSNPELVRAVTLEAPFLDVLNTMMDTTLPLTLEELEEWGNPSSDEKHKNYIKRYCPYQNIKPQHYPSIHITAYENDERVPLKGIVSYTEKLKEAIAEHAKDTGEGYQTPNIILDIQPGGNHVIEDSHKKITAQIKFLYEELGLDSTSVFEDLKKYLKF
# * = called active by the depositor; nt = not tested or not shown.
SMILES,LYPLA1 inh,PAFAH2 inh,ZTA counter,GSTO1 counter,PAFAH1B3 FP inh,LYPLA2 inh,PAD4 inh,EBNA-1 inhibitor,PREPL inhibitor
COc1ccc(/C=N/Nc2nnc(Cc3ccc(OC)c(OC)c3)c(=O)[nH]2)cc1OC,-3,-5,3,-6,7,1,-7,-3,3
Cc1ccc(-n2nnnc2SCC(=O)Nc2sccc2C#N)cc1,-7,7,6,7,6,-10,-2,-4,-11
Cc1cc(C)c2cc(C#N)c(N3CCCN(C(=S)NCCCN(C)C)CC3)nc2c1,-3,-2,-15,-8,3,-5,0,-6,31
CCOC(=O)N1CCN(C(=O)COc2ccc(S(=O)(=O)NC3CCCCC3)cc2C)CC1,2,1,-10,-2,4,8,-6,-5,3
CCN(CC)S(=O)(=O)c1cc([N+](=O)[O-])ccc1N=Nc1c(O)[nH]c2ccccc12,-1,4,3,1,1,-2,-1,-16,5
CCc1nc(SCC(=O)O)c(C#N)cc1C,-3,-3,-10,0,5,0,2,10,8
CCOc1ccccc1NC(=O)CSc1nnc(NC(=O)c2ccco2)s1,3,1,-16,0,12,2,-6,-7,-3
COc1ccc(-c2[nH]ncc2CN(C)CC2CCCCO2)cc1F (stereo not drawn),-1,3,-1,9,5,0,1,-2,20
COc1ccc(S(=O)(=O)N2CCOCC2)cc1NC(=O)COC(=O)C1CC2CCCC(C1)C2=O (stereo not drawn),-4,5,2,2,4,1,-1,-5,2
CCCC12CN(C(=O)c3ccco3)CC(CCC)(CN(C(=O)c3ccco3)C1)C2=O,0,4,5,7,-3,-5,3,-12,8
Cn1cccc1-c1cc(C(=O)N/N=C/c2ccc(Cl)cc2)[nH]n1,-2,-8,-18,0,11,-7,4,0,24
Cc1cccc(N2CCN(S(=O)(=O)c3c(C)nc4scc(C)n4c3=O)CC2C)c1 (stereo not drawn),-5,3,15,4,6,-7,-2,5,4
Cc1nc(-n2ncc(C#N)c2N)c2c3c(sc2n1)CCC3,-7,9,0,-9,-3,2,-2,4,2
COc1cc(CCCN2C(=O)C(=O)NC[C@H]2Cc2cccc3ccccc23)cc(OC)c1OC,0,-2,-5,-2,14,-4,2,-12,-17
COC(=O)c1ccccc1OCCCOc1ccc(C)cc1OC,-1,nt,-8,-11,nt,-3,-6,-18,7
Cn1nnnc1SCC(=O)Nc1ncc(C(F)(F)F)cc1Cl,nt,-8,nt,nt,18,nt,-3,nt,5
O=C(Cn1nnc(-c2ccccc2F)n1)Nc1ccc2c(c1)OCCO2,-2,3,-4,0,1,-1,-1,2,-10
Cc1cccc(N2CCN(c3ccc(NC(=O)/C=C(/C(=O)O)c4ccccc4)cc3)CC2)c1,-6,3,-4,16,-2,-7,-13,-6,29
O=C(Nc1nc2ccccc2[nH]1)c1ccccc1O,-3,5,1,-3,2,-1,2,-7,2
O=C(Nc1ccc(Br)cn1)c1cccc(S(=O)(=O)N2CCCC2)c1,nt,1,nt,nt,7,nt,-7,nt,9
CC(C)N(Cc1ccccc1)C(=O)COC(=O)c1ccc(O)cc1,-1,4,0,nt,0,3,-2,nt,-3
COc1ccc(Cc2c(O)nc[nH]c2=O)cc1,1,-10,5,4,7,1,-4,-4,16
Cc1ccccc1Cn1c2ccccc2c2cnn(CC(=O)NCCCN3CCOCC3)c(=O)c21,-2,2,6,0,0,-2,4,-1,-19
O=S(=O)(Nc1ccc(N2CCCCC2)cc1)c1cccs1,2,8,-17,8,2,12,-2,7,22
Cc1ccc(CNS(=O)(=O)NCc2ccccc2)cc1,-5,-4,-3,3,4,-1,-1,-6,-4
# More compounds follow.
SMILES,LYPLA1 inh,PAFAH2 inh,ZTA counter,GSTO1 counter,PAFAH1B3 FP inh,LYPLA2 inh,PAD4 inh,EBNA-1 inhibitor,PREPL inhibitor
N#Cc1c(N)nc2c3c(sc(=N)c2c1N)NC(=O)CC3c1ccccc1Cl (stereo not drawn),-29,-35,12,-23,-44,-72,0,18,0
CCN(CC)S(=O)(=O)c1cccc(NC(=O)COC(=O)c2cccs2)c1,-4,61*,3,3,6,0,-2,14,1
Cc1ccc(C(=O)Nc2sc3c(c2C(=O)O)CCCCC3)o1,-1,8,-4,-42,5,-2,-3,-14,9
O=C(CCNS(=O)(=O)c1ccc(OC(F)(F)F)cc1)N1CCN(S(=O)(=O)c2cccc(F)c2)CC1,-1,-6,5,9,0,0,-3,0,6
Nc1c(C(=O)O)cnn1-c1ccc([N+](=O)[O-])cc1,-8,-4,10,-7,6,-15,4,9,-5
CCOc1c(Nc2ccc(C(C)C)cc2)c(=O)c1=O,2,5,-18,13,-1,3,6,-6,12
Nn1c(SCC(=O)Nc2ccc(F)cc2F)nnc1C1CCCCC1,3,2,-1,-1,0,5,4,-2,1
CCCNC(=O)C1CCN(c2ccc(S(=O)(=O)N3CCOCC3)cc2Cl)CC1,1,-2,3,-1,0,2,0,-2,8
O=C(CSc1nc2ccccc2c(=O)n1-c1ccccc1Cl)NC1CCS(=O)(=O)C1 (stereo not drawn),1,5,-19,nt,5,3,-1,nt,4
COc1ccc(/C=C/C(=O)OCC(=O)NC2CCCC(C)C2C)c(OC)c1 (stereo not drawn),nt,76*,nt,nt,-1,nt,1,nt,9
CN(C)CCn1c(SCc2ccccc2C#N)nc2c(sc3ccccc32)c1=O,1,-1,2,-1,5,-12,2,-4,31
O=C1c2ccccc2C(=O)N1CCC(c1ccccc1)c1ccco1 (stereo not drawn),5,-14,11,-11,6,5,-1,-3,7
CC(Oc1cccc(NC(=O)c2cccs2)c1)C(=O)c1ccccc1 (stereo not drawn),-9,-2,4,-8,0,-15,0,-8,-24
C=C(CCC(=O)c1ccccc1)C(=O)c1ccccc1,0,9,31,-37,6,-2,4,1,-10
CCn1c(SCC(=O)N/N=C/C=C/c2ccco2)nc2ccccc21,-4,5,-1,9,0,-6,-2,3,-10
Cc1cccc(OCCN2CSC(=S)N(C)C2)c1,-3,10,-12,5,0,-1,-2,-2,-25
S=C(c1ccc2c(c1)OCO2)N1CCCCCC1,1,-6,-8,-4,4,5,-2,-1,-1
CCOCc1nnc(NC(=O)c2ccco2)s1,2,-1,-14,-1,8,4,-3,-5,-8
Cc1cc(C)cc(NC(=O)N2CCCN(c3c(Cl)cncc3Cl)CC2)c1,-5,-12,9,-6,4,-9,2,-10,2
CCCCOc1ccc(-c2nnn(CC(=O)c3c[nH]c4ccccc34)n2)cc1,-6,-10,-8,-12,-1,-6,1,-2,-10
CCC(C(=O)Nc1ccc(N2CCOCC2)c(S(=O)(=O)Nc2ccccc2OC)c1)c1ccccc1 (stereo not drawn),nt,-31,nt,nt,-14,nt,-5,nt,12
CC1CN(C(=S)Nc2ccc(Br)cc2Cl)CC(C)O1 (stereo not drawn),-1,-4,7,6,-4,3,0,5,0
CSc1nc(Cl)cc(Nc2ccc(O)cc2)n1,-3,11,1,7,5,-3,-2,-8,-1
COc1ccc(-c2cc(C(=O)Nc3ccc(C)cc3)no2)cc1,0,5,14,4,13,-3,-2,11,2
COc1ccc(Cc2nnc(SCC(=O)Nc3nc(C)cs3)o2)cc1,-1,1,10,9,8,2,-4,-4,14
# New compounds follow:
SMILES,LYPLA1 inh,PAFAH2 inh,ZTA counter,GSTO1 counter,PAFAH1B3 FP inh,LYPLA2 inh,PAD4 inh,EBNA-1 inhibitor,PREPL inhibitor
COc1cccc(CNCc2ccc(C(=O)O)cc2)c1OC,-4,1,14,8,7,-7,-4,5,11
Cn1ccc(C(=O)OCC(=O)c2ccccc2)n1,1,6,5,5,8,5,0,6,-5
COc1ccccc1NC(=O)CSc1nc(C)c2c(c1C#N)CCCC2,-2,-7,-1,-6,-3,2,-1,12,4
CC(NC(=O)C1CCCC1)c1ccc2c(c1)OCCO2 (stereo not drawn),1,4,1,-2,8,5,-2,8,-14
OCC1(CCOc2ccccc2)CCN(C2Cc3ccccc3C2)CC1,4,8,0,0,1,1,-4,-12,-5
CC(=O)C1=NOC2C(=O)N(c3ccc(Cl)cc3)C(=O)C12 (stereo not drawn),-1,-7,11,0,3,0,-3,-2,-2
CC1CC2C3CCC4=CC(=O)C=CC4(C)[C@@]3(Cl)C(O)CC2(C)C1(O)C(=O)CO (stereo partly drawn),2,-9,-3,-4,3,-1,0,-4,2
O=C(/C=C/c1cccc([N+](=O)[O-])c1)OCC(=O)c1ccccc1,1,6,11,4,3,3,-3,-4,1
COc1ccc(S(=O)(=O)c2cnc3ccc(OC)cc3c2N2CCC3(CC2)OCCO3)cc1,-1,-2,3,-1,1,-3,-4,10,7
COc1ccccc1CNS(=O)(=O)c1ccc2[nH]cc(C(=O)O)c(=O)c2c1,1,5,11,7,3,4,0,-1,-2
N#C/C(=C\c1cc(Cl)cc(Cl)c1O)C(=O)NC1CCCCC1,1,17,3,2,0,5,-6,1,1
S=c1nc(-c2ccccc2Cl)[nH][nH]1,5,3,-1,-1,8,1,-3,-14,-23
Cc1nn(-c2ccccc2)nc1CNC(=O)CC(C)(C)C,-3,-7,6,3,-2,3,-2,-8,-3
COc1cccc2c(=O)cc(C)n(CC(=O)Nc3ccc(C)c(C)c3)c12,-12,1,-5,-12,1,-7,0,-16,8
O=C(Nc1ccccc1Cl)c1cc[n+](Cc2ccc([N+](=O)[O-])cc2)cc1,-1,3,-12,-8,5,2,-4,-10,6
COc1ccc2[nH]cc(CCNC(=O)C3CCCO3)c2c1 (stereo not drawn),3,10,-10,3,1,-1,-8,0,19
O=C(COc1ccc(S(=O)(=O)N2CCOCC2)cc1)Nc1ccccc1F,0,2,-5,10,4,4,1,-2,10
CCc1noc(C)c1C(=O)N1CCCC(N2CCN(c3cccc(Cl)c3)CC2)C1 (stereo not drawn),4,-1,-7,-3,7,17,-3,-7,16
CCOC(=O)CSCC(=O)N1CCC(Cc2ccccc2)CC1,-2,7,-3,-2,6,-4,2,-3,-1
COC(=O)c1cc(S(=O)(=O)N2CCN(c3cccc(C)c3C)CC2)c[nH]1,-5,2,0,-5,2,-6,1,-6,-21
COC(=O)n1c(=O)oc2cc(S(=O)(=O)N3CCCCC3)ccc21,0,-4,-11,5,-5,-7,2,-2,9
Cc1cc(C)c2oc(C(=O)Nc3ccc(S(=O)(=O)Nc4nccc(C)n4)cc3)cc(=O)c2c1,-1,-4,-9,-9,6,12,-4,-9,2
Cc1noc(C)c1CSCC(=O)Oc1ccc(N(C)S(=O)(=O)c2ccc(Cl)cc2)cc1,0,1,15,3,10,3,-2,-8,-2
OC(COC(c1ccccc1)c1ccccc1)CN1CCN(c2ccccn2)CC1 (stereo not drawn),-1,12,-17,-1,-2,-3,1,-5,8
CCOC(=O)N1CCC(N(CCN(C)C)C(=S)Nc2cccc(Cl)c2)CC1,0,4,19,3,6,1,2,19,7

# Quoted at random: three compounds from above.
SMILES,LYPLA1 inh,PAFAH2 inh,ZTA counter,GSTO1 counter,PAFAH1B3 FP inh,LYPLA2 inh,PAD4 inh,EBNA-1 inhibitor,PREPL inhibitor
COc1ccc2[nH]cc(CCNC(=O)C3CCCO3)c2c1 (stereo not drawn),3,10,-10,3,1,-1,-8,0,19
COc1cccc2c(=O)cc(C)n(CC(=O)Nc3ccc(C)c(C)c3)c12,-12,1,-5,-12,1,-7,0,-16,8
Cc1nn(-c2ccccc2)nc1CNC(=O)CC(C)(C)C,-3,-7,6,3,-2,3,-2,-8,-3

# Screens as filed in PubChem.

# The list is partial (hit frequency here may not be typical).
